Bioassay records: PubChem, several laboratories
MEX-5 binding: MEX-5 zinc finger RNA-binding disruptors – biochemical, C. elegans, fluorescence polarization, MLPCN library, primary screen; Zinc finger protein mex-5 (Caenorhabditis elegans), Q9XUB2; activity score (negative = inhibition of binding), % at 10 µM; AID 1832, 2009; 300,000 tested, 0.38% active; MEX-5/FITC-TCR2 RNA binding; stronger effect = lower value;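 active = inhibition past about -25% in most replicates, and total fluorescence under double the plate's negative control median, limit read from the data; inconclusive = replicates evenly split on the limit, or fluorescence at least double controls; inactive = too little inhibition in most replicates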;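 also: 0% = DMSO and -100% = 5 µM competing unlabeled TCR2 RNA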
CIT2 TOR yeast: modulators of CIT2-GFP expression in yeast, primary screen, S. cerevisiae, GFP fusion, multiplex flow cytometry, MLPCN library | S. cerevisiae CIT2-GFP strain, 3 h; 100 means same as DMSO wells | GFP response vs DMSO, % at 10 µM | 320,000 tested, 0.065% active | AID 2029, 2009;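 active = GFP response relative to DMSO above a set limit, near the screen mean plus 3 SD, cut at about 150% in these data; inconclusive = Fewer than 70 cells measured for a yeast strain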;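 also: ratio of well median GFP fluorescence to mean of DMSO wells on the plate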
GLD-1 RNA inh: GLD-1/TGE RNA complex disruptors, primary screen, biochemical, fluorescence polarization; Female germline-specific tumor suppressor gld-1 (Caenorhabditis elegans), Q17339; purified GLD-1 + fluorescein TGE RNA; inhibition, % at 5.96 µM; 320,000 tested, 0.44% active; AID 2280, 2010;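 active = percent inhibition above a per-plate cutoff, the plate mean of test compounds plus 3 SD, cut at about 30% in these data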;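 also: 0% = DMSO wells with GLD-1 and probe and 100% = wells lacking GLD-1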
Yeast superoxide: reduction of superoxide in aged yeast, primary screen, HTS | S. cerevisiae aged cells, superoxide DHE fluorescence; stronger effect = lower value | superoxide response (% of plate mean), % at 10 µM | 330,000 tested, 0.18% active | AID 2690, 2010;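 active = superoxide response under a set limit, about three screen SD below normal, cut at about 65% in these data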;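 also: yeast aged for seven days with compound at 30 °C before DHE staining; 100% = average MFI of all compound-treated wells on the plate with controls excluded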
MCL1 BIM primary: inhibitors of MCL1 binding to BIM-BH3, primary screen, biochemical, fluorescence polarization; Induced myeloid leukemia cell differentiation protein Mcl-1 (Homo sapiens), Q07820; GST-MCL1 / FITC-Bim-BH3 fluorescence polarization; inhibition, % at 10.9 µM; 320,000 tested, 0.68% active;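 active = inhibition above the mean inhibition of all tested compounds plus 3 SD, set per campaign, cut at about 40% in these data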;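 also: 0% = DMSO wells and 100% = unlabeled Bim-BH3 peptide control; higher means more loss of mP so more displacement of Bim peptide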
Target sequence (Q07820 whole entry, looked up): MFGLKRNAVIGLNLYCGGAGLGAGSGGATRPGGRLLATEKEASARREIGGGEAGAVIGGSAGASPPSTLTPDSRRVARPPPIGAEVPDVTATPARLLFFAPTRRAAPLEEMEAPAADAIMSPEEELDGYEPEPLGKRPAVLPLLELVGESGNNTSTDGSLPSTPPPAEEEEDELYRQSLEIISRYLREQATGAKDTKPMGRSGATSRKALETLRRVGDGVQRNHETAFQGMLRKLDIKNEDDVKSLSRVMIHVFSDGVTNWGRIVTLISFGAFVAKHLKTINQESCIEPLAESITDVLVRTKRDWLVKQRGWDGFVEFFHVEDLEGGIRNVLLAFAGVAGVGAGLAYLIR
VLA-4 inh: inhibition in human VLA-4 binding assay, primary screen, VLA-4 allosteric modulator project, MLPCN library, flow cytometry, VLA-4 expressing cells. Integrin alpha-4 (Homo sapiens), P13612. ligand binding flow cytometry. inhibition, % (about 7 µM as worked out from the volumes in the protocol). 330,000 tested, 0.2% active. AID 2557, 2010; in the data active = inhibition above about 50%
Bcl-xL primary: inhibitors of human Bcl-xL, primary screen, biochemical, fluorescence polarization, HTS; Bcl-2-like protein 1 (Homo sapiens), Q07817; GST-Bcl-xL / FITC-Bim BH3 peptide fluorescence polarization; inhibition, % at 10.9 µM; 320,000 tested, 0.7% active; AID 2129, 2009;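 active = inhibition above the mean of all tested compounds plus 3 SD, cutoff set per campaign, cut at about 30% in these data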;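 also: 0% = DMSO wells and 100% = unlabeled Bim-BH3 peptide competitor; inhibitors lower millipolarization by displacing the labeled peptide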
AGP1-GFP MLPCN: modulators of AGP1-GFP expression in yeast TOR pathway, primary screen, cell-based, multiplex flow cytometry, S. cerevisiae, MLPCN library. 3 h; GFP as percent of DMSO wells. GFP response vs DMSO, % at 10 µM. 320,000 tested, 0.02% active;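 active = GFP response relative to DMSO above a set limit, near screen average plus 3 SD, cut at about 150% in these data; inconclusive = fewer than 70 cells counted for the yeast strain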;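 also: median GFP channel fluorescence of the gated AGP1 strain per well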
GRK2 inh: compounds blocking aptamer binding on GRK2 – biochemical, human GRK2, bead flow cytometry, HTS, primary screen | Beta-adrenergic receptor kinase 1 (Homo sapiens), P25098 | 330,000 tested, 0.59% active | inhibition of aptamer binding, % at 10 µM | FAM-aptamer displacement from GRK2;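 active = inhibition of aptamer binding above 40%, roughly 3 SD of noise, on plates passing a quality check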;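 also: median bead fluorescence of bound FAM aptamer so fluorescent compounds give negative values; no value below 0 was filed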
Target sequence (P25098 whole entry, looked up): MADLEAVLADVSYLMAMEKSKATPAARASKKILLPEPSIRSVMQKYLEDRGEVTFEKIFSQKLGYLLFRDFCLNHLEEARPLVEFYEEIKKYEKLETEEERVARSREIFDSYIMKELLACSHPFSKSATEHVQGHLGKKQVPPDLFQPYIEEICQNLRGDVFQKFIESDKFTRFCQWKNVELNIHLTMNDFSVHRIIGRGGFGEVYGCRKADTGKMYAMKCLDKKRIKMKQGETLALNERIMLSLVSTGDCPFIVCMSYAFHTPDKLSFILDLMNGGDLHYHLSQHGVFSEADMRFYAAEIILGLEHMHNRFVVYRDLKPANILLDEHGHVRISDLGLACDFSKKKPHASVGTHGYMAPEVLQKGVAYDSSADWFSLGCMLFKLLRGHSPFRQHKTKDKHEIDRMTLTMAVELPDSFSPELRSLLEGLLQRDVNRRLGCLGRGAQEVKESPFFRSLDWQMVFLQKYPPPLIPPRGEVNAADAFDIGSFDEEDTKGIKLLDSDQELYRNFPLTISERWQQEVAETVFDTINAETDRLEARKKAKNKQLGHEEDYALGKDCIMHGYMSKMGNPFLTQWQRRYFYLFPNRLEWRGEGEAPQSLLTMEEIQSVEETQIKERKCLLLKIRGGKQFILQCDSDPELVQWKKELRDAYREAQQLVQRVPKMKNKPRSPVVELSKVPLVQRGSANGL
* marks the source's active call; other numbers are inactive results; i = inactive; ? = inconclusive; . = no result given.

SMILES	MEX-5 binding	CIT2 TOR yeast	GLD-1 RNA inh	Yeast superoxide	MCL1 BIM primary	VLA-4 inh	Bcl-xL primary	AGP1-GFP MLPCN	GRK2 inh
COc1ccccc1CCNC(=O)c1csc2c1CCCC2	0.9	93	0	91	-6	6	-3	107	2
CCCCCc1cc(=O)oc2c(C(CCN3CCCC(C)C3)c3ccc(N(C)C)cc3)c(OC)cc(OC)c12 (centres undefined)	1.8	66	-3	93	6	21	3	83	0
Nc1nnc(CC(=O)N/N=C/c2ccc(-c3ccc(Cl)cc3Cl)o2)s1	-3.7	100	-4	99	12	10	0	102	0
CC(=O)Nc1ccc(SCCN2CC[C@@H](O)CCC2=O)cc1	.	103	-3	106	6	3	2	99	4
CC(C)OCCCNC(=O)c1cc(-c2cccnc2)nc2ccccc12	1.0	103	2	104	-1	17	4	99	2
CCCCn1c(N)c(N(CC(C)C)C(=O)CSCC(=O)Nc2cccc(C)c2)c(=O)[nH]c1=O	-0.6	97	5	117	-6	12	-3	100	0
CC(C)(C)C(=O)NCc1ccc(C(=O)CSc2nnc(C3CC3)n2C2CC2)s1	.	91	-3	109	-1	-7	-1	102	0
CC(=O)Nc1cccc(C(=O)/C=C/c2cccs2)c1	1.3	104	2	98	-5	-34	0	95	0
Cc1cccc(C)c1NC(=O)C/C(N)=N/O	-1.0	112	2	99	3	21	3	98	0
COc1ccc(/C=C2/C(=O)ON=C2C)cc1Br	-4.5	96	6	93	-30	-1	-5	81	13
Cc1cccc(C(=O)NNC(=O)CCCCC(=O)NNC(=O)c2cccc(C)c2)c1	2.1	101	-7	122	5	7	2	97	0
COc1cc(N)c(Cl)cc1C(=O)OCC(=O)N1CCCC1	-1.1	102	4	108	6	16	7	98	0
CC(=O)N1CCc2cc(S(=O)(=O)NC(CC(C)C)C(=O)Nc3ccc4c(c3)OCCO4)ccc21 (centres undefined)	.	99	5	92	-2	28	3	102	2
COc1ccc(COC(=O)C2=C(C)NC(=O)NC2c2cccc(OC)c2OC)cc1 (centres undefined)	-3.2	98	1	90	-2	4	0	96	0
CC(=O)N1CCN(C(=O)c2ccc(-n3c(C)ccc3C)cc2)CC1	2.2	105	6	100	9	17	7	108	2
CC(C)OP(=O)(OC(C)C)/C(C=O)=N\Nc1ccc([N+](=O)[O-])cc1	0.1	86	1	77	-2	-1	4	109	3
COc1ccc(O)c(C(=O)c2cnn(-c3ccc(Cl)cc3)c2)c1	-1.4	106	2	109	3	5	2	91	0
CCCCC1CCC(C(=O)OC(C)C(=O)Nc2ccc(NC(C)=O)cc2)CC1 (centres undefined)	-3.4	100	3	101	-17	-1	-2	96	0
CC(=O)c1cn(CCOc2ccc(F)cc2)c2ccccc12	-0.5	99	7	106	0	-1	2	94	.
O=C(CN1C(=O)C2CC=CCC2C1=O)Nc1nnc(SCc2c(Cl)cccc2Cl)s1 (centres undefined)	-3.7	96	6	98	-2	9	-9	97	3
CC(C)CN1C(=O)NC(NS(=O)(=O)c2ccc(N)cc2)(C(F)(F)F)C1=O (centres undefined)	1.1	.	5	78	10	40	9	.	0
O=C(Nc1ccc(F)cc1F)C1CCCN1S(=O)(=O)c1cccc2nsnc12 (centres undefined)	-2.2	111	0	103	5	-3	4	107	0
CCc1nnc(NC(=O)c2ccc(S(=O)(=O)N3CCCc4ccccc43)cc2)o1	-0.8	98	5	136	7	-3	3	98	0
Cc1cc(NC(=O)c2ccc(C)s2)n(-c2nc3ccccc3[nH]2)n1	2.5	101	-14	89	-3	11	-2	99	0
CCOC(=O)N1CCN(C2CCCN(C(=O)c3ccccc3N(C)C)C2)CC1 (centres undefined)	2.6	89	8	94	-2	-9	3	101	3
O=C(COn1nnc2ccc(S(=O)(=O)N3CCOCC3)cc21)Nc1c(F)c(F)c(F)c(F)c1F	-1.2	97	0	116	-7	1	3	97	1
O=C(CCOc1ccccc1)NCc1ccccc1	-1.8	98	1	91	7	38	6	99	3
CC(OC(=O)Cc1n[nH]c(=O)c2ccccc12)C(=O)Nc1ccc(Cl)cn1 (centres undefined)	3.8	96	1	91	7	-3	4	100	2
O=C(CSc1nc(C(F)(F)F)cc(=O)[nH]1)N1CCCC1	-2.4	99	4	102	5	5	4	114	0
COCCNC(=O)CCCCCn1c(=S)[nH]c2ccccc2c1=O	-1.5	102	8	107	-1	6	5	107	1
COc1ccc(NC(=S)N2CCN(S(=O)(=O)c3ccccc3)CC2)cc1	.	92	.	91	.	0	.	94	4
COc1ccccc1NC(=O)COC(=O)c1cc(C)nc2ccccc12	.	98	-1	108	-14	-3	-16	95	0
Cc1ccc(Cl)cc1NC(=O)C[n+]1ccc(Cc2ccc([N+](=O)[O-])cc2)cc1	0.9	96	3	109	-3	0	4	99	0
COc1ccccc1CNC(=O)c1ccc(NS(=O)(=O)c2cccs2)cc1	1.2	95	-5	87	0	1	1	99	2
c1ccc(-n2nnnc2Oc2cccc3cccnc23)cc1	3.4	97	-1	i	10	2	2	91	0
COC(=O)C1=C(C(=O)OC)[C@@H]2N(Cc3ccccc3)c3ccccc3[C@@]23C[C@@H](CO)N(C(=O)NC2CCCC2)C3=N1	-0.5	64	7	95	11	-1	5	78	0
CCOc1ccccc1C1N=C(c2ccc(OC)cc2)CC(c2ccccc2O)N1 (centres undefined)	7.0	89	-14	101	0	-14	2	85	0
O=C(Nc1nnc(-c2ccco2)o1)c1cccc2ccccc12	2.0	109	2	110	1	-5	2	100	0
O=C(Cn1cccc1C(=O)c1ccccc1)NCc1ccc(Cl)cc1	1.6	101	1	85	3	8	6	100	7
O=c1[nH]c(=O)c2nc(-c3ccc(Cl)cc3)cnc2[nH]1	-2.7	95	0	94	5	14	6	102	2
O=C(N/N=C/c1cccc(O)c1)c1cc2c(ccc3ccccc32)o1	.	92	.	113	.	11	.	93	0
CC(C)(C)n1nc2c(c1NC(=O)COc1ccc3ccccc3c1)CS(=O)C2 (centres undefined)	-0.5	101	-2	100	2	-26	4	105	0
CC1Cc2ccccc2N1C(=O)COC(=O)C1=COCCO1 (centres undefined)	0.4	113	-7	102	0	-61	4	113	1
Cc1ccc2sc(NNC(=O)c3cc(=O)c4ccccc4o3)nc2c1C	-64*	92	0	110	15	-30	2	99	2
Cc1cccc(C)c1OCC(=O)NC1CC1	-0.2	99	1	115	-5	12	2	98	0
NC(N)=NC(N)=Nc1cccc2ccccc12	.	104	0	82	2	4	0	108	20
Cc1oc(C)c(C(=O)NCCCC(=O)O)c1C(=O)NCCCC(=O)O	-2.6	98	-10	106	11	-6	10	97	3
CCN(Cc1ccccc1)S(=O)(=O)c1cc(C(=O)c2c(N)n(C)c(=O)n(C)c2=O)ccc1OC	1.4	97	2	96	-2	-2	0	98	14
COc1ccc(CC(=O)OCc2cc3cccc(C)c3[nH]c2=O)cc1	1.0	96	-1	80	9	4	6	104	0
Cc1ccc(-n2nnnc2SCCNS(=O)(=O)c2ccccc2)cc1C	-0.6	98	0	94	4	4	4	98	0
Cc1cc(OCC(=O)N[C@@H](Cc2ccccc2)c2nc3ccccc3[nH]2)ccc1Cl	-2.6	100	2	122	7	-9	8	106	0
NC(=O)c1ccsc1NC(=O)CSc1nnc(Nc2ccccc2)s1	1.3	97	0	92	8	10	5	99	0
CCc1ccc(/C=C2/SC(=S)N(CCCC(=O)Nc3ccccc3C(=O)O)C2=O)cc1	-1.8	103	8	.	17	1	4	83	0
CCOC(=O)c1nn(-c2ccccc2)c(=O)cc1SC(C)CC (centres undefined)	-0.3	86	-3	138	3	6	2	98	0
O=C(c1ccc(Br)s1)N1CCN(c2ccccn2)CC1	?	95	5	94	-3	-18	-4	93	0
Cc1cc(-c2nnc(SCC(=O)Nc3ccccn3)o2)no1	0.4	94	3	108	5	17	3	100	1
COc1ccc(C2(C)NC(=O)N(CC(=O)Nc3ccc4[nH]c(=O)[nH]c4c3)C2=O)cc1 (centres undefined)	2.0	114	8	103	1	30	6	113	0
COc1cc(CN2CCCC(CO)(Cc3ccccc3)C2)ccc1O (centres undefined)	-0.6	114	1	97	0	3	4	103	1
COc1ccc(CNC(=O)COC(=O)CN2C(=O)NC3(CCCC3)C2=O)cc1	.	92	0	100	0	-9	-1	96	1
CSC1=NSC2=NC(=O)/C(=C\c3cccs3)C(=N)N12	1.2	89	0	93	0	26	7	101	4

Other results follow:
SMILES	MEX-5 binding	CIT2 TOR yeast	GLD-1 RNA inh	Yeast superoxide	MCL1 BIM primary	VLA-4 inh	Bcl-xL primary	AGP1-GFP MLPCN	GRK2 inh
O=C(N=Nc1c(O)[nH]c2ccccc12)c1cc(-c2cccs2)[nH]n1	-2.6	108	-5	108	43*	-14	15	106	0
COc1ccc(CCNC(=O)c2cnccn2)cc1	-3.0	93	11	99	16	28	16	97	0
Cc1ccc(-c2cc3c(nn2)-c2ccccc2C3=O)cc1	-1.3	101	2	125	3	6	11	98	0
O=C(O)CP(=O)(c1ccccc1)c1ccccc1	1.5	91	1	110	-2	23	-5	95	0
Cc1ccc(NC2(C(F)(F)F)N=C(c3ccccc3)NC2=O)nc1 (centres undefined)	-1.8	102	3	101	-3	-2	6	99	0
Cc1ccc(C(=O)c2c3ccccc3[n+]([O-])n2CCC(N)=O)cc1	2.3	74	-1	100	-5	18	-1	84	0
Cc1nc(C(=O)NCc2ccccc2)sc1C1(C)CC(c2cccnc2)=NO1 (centres undefined)	0.3	105	-1	113	-1	-11	-2	89	0
Cc1ccc(NS(=O)(=O)c2ccc(C(=O)N3CCCCCCC3)cc2)cc1	-2.1	102	-6	111	-2	16	0	106	0
Cc1ccsc1C1C2=C(CCCC2=O)Nc2ncnn21 (centres undefined)	-3.7	102	6	109	-6	33	3	99	0
Cc1c(N)cc[n+](CC(=O)c2ccccc2)c1C	-1.3	104	6	78	-4	15	3	100	3
CCC(C)C(NC(=O)c1ccccc1NC(=O)c1ccccc1)C(=O)O (centres undefined)	-0.9	108	3	96	8	-6	5	105	9
N#Cc1ccc(S(=O)(=O)Nc2ccc3ccccc3n2)cc1	0.4	87	-3	90	5	0	4	96	4
COc1ccc(C(=O)Nc2ccc3c4c(cccc24)CC3)cc1	1.1	101	7	103	7	0	3	91	5
CCOc1ccc(NC(=O)C2CC(=O)N(Cc3ccco3)C2)cc1 (centres undefined)	.	101	4	93	-1	0	2	101	0
Cc1onc(-c2ccccc2)c1CNC(=O)Nc1ccc(C(F)(F)F)cc1	-2.4	106	1	101	9	-7	2	101	1
CC(=O)Nc1ccc(S(=O)(=O)NC2Cc3ccccc3C2)cc1	0.6	101	-4	102	1	8	-3	104	1
CCC(=O)Nc1cccc(-c2cn3ccsc3n2)c1	-0.3	92	3	134	-4	0	4	94	2

This is a random part of the collection; 2.1% or so of the library scored in one or more.
